Assay outcomes (PubChem BioAssay)
CHT allo act = human CHT allosteric activation; Q9GZV3; CHT-expressing cells, membrane potential dye, choline EC20; stronger effect = higher value; LV-AA mutant CHT in HEK293 cells; B-score at 10 µM; actives 0.49% (n = 310,000);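 active = initial fluorescence not abnormally high and integrated response B-score, plate-corrected, over 3 SD above library mean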
Target sequence (Q9GZV3 whole entry, looked up): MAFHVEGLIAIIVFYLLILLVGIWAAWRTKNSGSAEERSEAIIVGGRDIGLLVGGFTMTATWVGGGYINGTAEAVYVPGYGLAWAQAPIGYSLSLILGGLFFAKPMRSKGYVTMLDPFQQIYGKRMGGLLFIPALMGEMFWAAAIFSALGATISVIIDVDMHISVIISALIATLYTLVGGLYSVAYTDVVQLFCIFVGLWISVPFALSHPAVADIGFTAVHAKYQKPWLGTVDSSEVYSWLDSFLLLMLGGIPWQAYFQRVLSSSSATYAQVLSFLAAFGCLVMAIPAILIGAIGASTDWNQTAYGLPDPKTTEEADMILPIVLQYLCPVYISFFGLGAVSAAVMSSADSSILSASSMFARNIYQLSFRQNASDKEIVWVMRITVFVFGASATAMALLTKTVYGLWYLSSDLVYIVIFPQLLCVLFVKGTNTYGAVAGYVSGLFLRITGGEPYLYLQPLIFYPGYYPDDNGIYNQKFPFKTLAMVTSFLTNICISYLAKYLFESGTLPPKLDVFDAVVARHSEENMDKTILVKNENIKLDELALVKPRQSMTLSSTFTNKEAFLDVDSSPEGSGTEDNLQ
STK33 kinase inh = inhibitors of human STK33 kinase; purified STK33, MBP phosphorylation, ADP-Glo luminescence; inhibition, % at 10 µM; actives 0.073% (n = 320,000);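 active = inhibition at or above 25%, using the most active replicate where run in duplicate; inactive = inhibition below 25%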
Target sequence (Q9BYT3 whole entry, looked up): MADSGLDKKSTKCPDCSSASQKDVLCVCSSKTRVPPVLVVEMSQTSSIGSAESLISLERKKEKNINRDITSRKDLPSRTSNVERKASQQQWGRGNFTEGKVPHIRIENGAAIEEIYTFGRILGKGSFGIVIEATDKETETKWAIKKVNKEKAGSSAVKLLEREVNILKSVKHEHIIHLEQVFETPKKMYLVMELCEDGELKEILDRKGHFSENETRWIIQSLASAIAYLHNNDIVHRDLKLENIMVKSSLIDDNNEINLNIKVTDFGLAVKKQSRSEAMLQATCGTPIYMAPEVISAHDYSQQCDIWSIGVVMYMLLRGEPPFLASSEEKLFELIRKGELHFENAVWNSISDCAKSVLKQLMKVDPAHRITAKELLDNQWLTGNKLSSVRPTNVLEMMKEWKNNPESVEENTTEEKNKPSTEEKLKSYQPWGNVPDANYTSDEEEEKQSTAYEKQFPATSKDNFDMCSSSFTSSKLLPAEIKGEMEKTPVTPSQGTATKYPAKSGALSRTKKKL
CHT block = inhibitors of human choline transporter CHT. Q9GZV3. CHT-expressing cells, membrane potential dye, choline response; stronger effect = lower value. B-score at 10 µM. actives 0.86% (n = 310,000);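 active = B-score over 3 SD under the library average, and starting fluorescence ratio not unusually high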;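 note: choline stimulus applied at its EC90 after an EC20 pre-addition; B-score computed on integrated fluorescence ratio after choline addition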
Active calls of the source: *; i = inactive.

Under each structure – CHT allo act | STK33 kinase inh | CHT block
Cc1ccc(S(=O)(=O)NC(=O)NCc2ccc3c(c2)OCO3)cc1
    i | -0.5 | i
COc1cccc(NC(=O)CN(C)C(=O)c2ccc(-c3ccc(Cl)cc3)o2)c1
    i | -0.5 | i
Cc1ccc(S(=O)(=O)N/N=C/c2ccc(C#N)cc2)cc1
    i | -1.1 | i
COCCN(CCOC)Cc1c(O)ccc2c1O/C(=C\c1ccco1)C2=O
    i | 0.3 | i
Cc1cc(C)c(NC(=O)CSc2nc3c(c(=O)n2C)SC(C)C3)c(C)c1 (stereo not drawn)
    i | 0.0 | i
Cn1c(C(=O)N[C@@H](Cc2ccccc2)C(=O)O)cc2cc(Cl)ccc21
    i | -0.9 | i
O=C(NC1CCS(=O)(=O)C1)c1ccc2c(c1)OCO2 (stereo not drawn)
    i | -0.6 | i
Cc1cc(C(=O)NCCCn2ccnc2)cs1
    i | -1.3 | i
C/C(=N\OCC(=O)Nc1ccc(F)c(F)c1F)c1cc2ccccc2o1
    i | 0.3 | i
O=c1[nH]n2c(=O)c3c([nH]c2c1N=Nc1cccc(C(F)(F)F)c1)CCCC3
    i | 1.7 | i
CNC(=O)NC(=O)CN1C(=O)NC2(CCOc3ccccc32)C1=O (stereo not drawn)
    i | -0.8 | i
O=C1CC(SC2=NCCS2)C(=O)N1c1ccc(Br)cc1 (stereo not drawn)
    i | 0.1 | i
Cc1ccccc1N(CC(=O)NCCc1ccccc1)C(=O)c1ccc(N2CCCC2)nc1
    i | -0.3 | i
O=C(/C=C/c1ccccc1)c1ccc(NC2=NCCCS2)cc1
    i | 0.5 | i
O=c1c[n+]([O-])c2ccccc2n1OCc1c(F)cccc1F
    i | -1.1 | i
Cc1ccnc(NC(=O)C2CC(=O)N(Cc3ccccc3)C2)c1 (stereo not drawn)
    i | 0.7 | i
Cc1ccc(C(C(=O)NC2CCCC2)N(C(=O)c2csnn2)c2ccccc2)o1 (stereo not drawn)
    i | 0.2 | i
CCOC(=O)CSc1nc(Nc2ccc3c(c2)OCO3)c2ccccc2n1
    i | -0.1 | i
CCOC(=O)C1=C(C)Nc2sc(C(=O)c3ccc(OC)cc3)c(N)c2C1c1ccc(C(=O)OC)cc1 (stereo not drawn)
    i | 8.5 | i
O=C(O)CC(CC(=O)Nc1nncs1)c1ccccc1 (stereo not drawn)
    i | 0.0 | i

Whole records as entered above:
Listed for CCOC(=O)C1=C(C)Nc2sc(C(=O)c3ccc(OC)cc3)c(N)c2C1c1ccc(C(=O)OC)cc1 (stereo not drawn) : CHT allo act = i; STK33 kinase inh = 8.5; CHT block = i
Listed for CNC(=O)NC(=O)CN1C(=O)NC2(CCOc3ccccc32)C1=O (stereo not drawn) : CHT allo act = i; STK33 kinase inh = -0.8; CHT block = i

Next part:
Under each structure – CHT allo act | STK33 kinase inh | CHT block
Cc1nc(Nc2cc(F)ccc2C)c2nnn(Cc3ccccc3)c2n1
    i | -2.6 | i
COc1ccc(OC)c(NC(=O)c2ccc(CN(c3cc(Cl)ccc3C)S(=O)(=O)c3ccccc3)cc2)c1
    i | 0.8 | i
Cc1oc2c(cc(NS(=O)(=O)c3ccc(Cl)cc3)c3ccccc32)c1C(=O)O
    i | -1.0 | i
Cc1ccc(C)c(C(=O)CN2C(=O)CCC2=O)c1
    i | -1.8 | i
COc1ccc(S(=O)(=O)Cc2ccc(C(=O)N3CCN(c4ccc(Cl)cc4)CC3)o2)cc1
    i | 0.2 | i
COc1ccc(S(=O)(=O)Nc2nc3ccccc3nc2Nc2ccc3c(c2)OCO3)cc1
    i | -1.3 | i
COc1ccc(CNC(=O)c2cccc(NC(=O)c3ccccc3)c2)cc1
    i | 0.1 | i
CCn1c(SCC(=O)Nc2ccc(NC(C)=O)cc2)nc2c1c(=O)n(C)c(=O)n2C
    i | -1.3 | i
O=C(O/N=C1/CCCc2occc21)c1ccc(F)cc1
    i | -0.1 | i
CCOC(=O)C1CCN(C(=O)CCc2ccc(S(=O)(=O)NCC(C)C)cc2)CC1
    i | 1.3 | i
CN(CCOc1ccc(-c2ccn(S(=O)(=O)c3c(Cl)cccc3Cl)n2)cc1)c1ccccn1
    i | 0.6 | i
COc1ccccc1NC(=O)NC1CCCCCCC1
    i | -1.9 | i
COc1ccc(CCNC(=O)C2CCN(C(=O)c3ccc(F)cc3)CC2)cc1
    i | -0.8 | i
O=[N+]([O-])c1ccc(O)c(C=Nc2ccc3c(c2)OCO3)c1
    i | 1.6 | i
Cc1ccc(CNC(=O)c2ccc(NC(=O)CCS(=O)(=O)c3cccs3)cc2)cc1
    i | -1.7 | i
CCn1cc(C(=O)N[C@@H](CCSC)C(=O)NCCCOC)c(=O)c2cc3c(cc21)OCO3
    i | -0.6 | i
Cc1ccc(C(=O)N/C(=C\c2ccco2)C(=O)NCc2cccnc2)cc1
    i | -2.7 | i
Clc1ccc(-n2nnnc2-c2ccno2)cc1
    i | -0.6 | i
Cn1c(SCC(=O)N2CCc3ccccc3C2)nnc1-c1cccs1
    i | -1.1 | i
Cc1ccc(NC(=S)N2CCN(S(=O)(=O)c3c(F)cccc3F)CC2)cc1C
    i | -1.8 | i

Part of the list above in another layout.
Compound: COc1ccc(CNC(=O)c2cccc(NC(=O)c3ccccc3)c2)cc1
  CHT allo act = i | STK33 kinase inh = 0.1 | CHT block = i
Compound: Cc1ccc(NC(=S)N2CCN(S(=O)(=O)c3c(F)cccc3F)CC2)cc1C
  CHT allo act = i | STK33 kinase inh = -1.8 | CHT block = i

(more compounds)
Under each structure – CHT allo act | STK33 kinase inh | CHT block
COc1ccc(NC2=NCC(=O)N2c2ccccc2F)c(OC)c1
    i | -1.1 | i
CN(C)c1nc(Oc2ccc(N)cc2)nc(N(C)C)n1
    i | -1.6 | i
Cc1ccc(CN(C(=O)c2cc(=O)c3cc(Cl)c(C)cc3o2)C2CCS(=O)(=O)C2)cc1 (stereo not drawn)
    i | 1.0 | i
CCOC(=O)CNC(=O)C1(c2ccccc2)CCCC1
    i | -0.9 | i
O=C1c2ccccc2-c2cccnc21
    i | -1.1 | -6.8*
O=S(=O)(c1ccc(F)cc1)N1CCCC(CO)C1 (stereo not drawn)
    i | -0.4 | i
Cc1ccc(C=Nc2cccnc2N)cc1
    i | 0.2 | i
COc1cc(CN2CCCC(C(=O)N3CCc4ccccc4C3)C2)cc(OC)c1OC (stereo not drawn)
    i | -1.7 | i
COc1cccc(C2NC(=O)CCC2[N+](=O)[O-])c1OC (stereo not drawn)
    i | -1.0 | i
CC1CCCC(C)N1CCCNC(=O)CN1C(=O)COc2ccc(S(=O)(=O)N3CCOCC3)cc21 (stereo not drawn)
    i | -2.1 | i
CCn1nc(C(=O)OCC(=O)c2ccc3c(c2)OCCO3)c2ccccc2c1=O
    i | 2.0 | i
CN(C[C@H](Cc1ccccc1)N(C[C@@H](CC1CCCCC1)N(CCc1ccccc1)N=O)N=O)N=O
    i | 0.4 | i
Cc1ccc(-c2nc(Nc3ccc(N4CCOCC4)cc3)c3ccccc3n2)cc1
    i | -0.6 | i
CCOc1ccc(S(=O)(=O)N2CCC(C(=O)N3CCOCC3)CC2)cc1C
    i | -0.3 | i
Cc1cc2c(sc3ccccc32)c(C)n1
    i | 1.9 | i
O=C(O)/C=C/C(=O)NNC(=O)c1ccc(Cl)cc1Cl
    i | -0.2 | i
CCCC(=O)Nc1ccc2oc(-c3ccncc3)nc2c1
    i | 0.6 | i
CC(=O)CC(C)=NCCN=C(C)CC(C)=O
    i | -3.7 | i
Cc1ccc(NC(=S)NCCCN2CCOCC2)cc1
    i | -1.5 | i
CCOC(=O)C1=C(CC)OC(N)=C(C#N)C1c1ccc(NC(C)=O)cc1 (stereo not drawn)
    i | 0.0 | i

(further entries)
structure	CHT allo act	STK33 kinase inh	CHT block
O=C(N/N=C/C=C\c1cccc([N+](=O)[O-])c1)c1ccccn1	i	0.6	i
COc1cc(/C=C(/NC(=O)c2ccccc2)C(=O)Nc2ccc(O)cc2)c([N+](=O)[O-])cc1OC	i	0.3	i
CC(=O)N1c2ccc(S(=O)(=O)NCCC(=O)Nc3ccc(F)cc3)cc2CC1C (stereo not drawn)	i	-0.7	i
Cc1cccn2c(Nc3ccccc3)c(-c3ccccn3)nc12	i	0.3	i
CC(C)C(=O)OCCN=C1NS(=O)(=O)c2ccccc21	i	-1.0	i
CC(C)C(C(=O)Nc1ccc2c(c1)OCCOCCOCCOCCO2)N1C(=O)c2ccccc2C1=O (stereo not drawn)	i	-0.4	i
O=C(NCc1ccccc1Cl)c1ccc2c(=O)n(CCCN3CCCC3=O)c(=S)[nH]c2c1	i	-4.9	i
CCNc1nc(OC)nc(N(OC)S(=O)(=O)c2ccc(C)cc2)n1	i	-1.2	i
Cc1cc(OCC(O)CN(CCO)CCO)ccc1Cl (stereo not drawn)	i	-1.5	i
COc1ccc(OCC(=O)N2CCOCC2)cc1	i	-1.9	i
CCOC(=O)/C(C#N)=C/Nc1ccsc1C(C)=O	i	-0.6	i
OC(c1nc2ccc(F)cc2[nH]1)C(O)c1nc2ccc(F)cc2[nH]1 (stereo not drawn)	i	0.0	i
COc1cc(OC)cc(C(=O)NNC(=S)NCc2ccco2)c1	i	-0.5	i
O=S1(=O)N=C(N2CCN(Cc3ccccc3)CC2)c2ccccc21	i	-1.5	i
CSCCC1NC(=S)N(Cc2ccccc2)C1=O (stereo not drawn)	i	-0.3	i
COc1ccc(Nc2nc(N)nc(CN3CCC(Cc4ccccc4)CC3)n2)cc1	i	0.6	i
OC[C@H]1NC[C@@H](O)[C@@H]1O	i	-1.2	i
Cc1ccc(C)c(C(=O)NC(C)CCc2ccccc2)c1 (stereo not drawn)	i	-1.4	i
CCOC(=O)CSC1=C(C#N)C(=O)NC(c2ccc(OC)cc2)S1 (stereo not drawn)	i	-1.7	i
CN1CCN(c2ccc(S(=O)(=O)N3CCCCC3)cc2NC(=O)COc2cccc(Cl)c2)CC1	i	-0.8	i
CN(C)S(=O)(=O)c1cccc(NC(=O)COc2cccc(C#N)c2)c1	i	-1.0	i
CC1CCCC(C)N1C(=O)COC(=O)CSc1ccc(C(N)=O)cc1[N+](=O)[O-] (stereo not drawn)	i	1.3	i
CCc1nn(C(C)C(=O)NCCN2CCN(c3cccc(C)c3C)CC2)c(=O)c2cc3occc3n12 (stereo not drawn)	i	1.6	i
CC(=O)N1N=C(c2cccc(Cl)c2)OC1c1cccc([N+](=O)[O-])c1 (stereo not drawn)	i	-0.2	i
COc1ccc(N2CCN(CCCNC(=O)Nc3ccccc3)CC2)cc1	i	-0.9	i
O=C(CNC(=O)C1CCCCC1)Nc1ccc(Cl)cc1	i	-1.4	i
NC(=O)c1ccc(/C=N/O)[n+](Cc2ccccc2)c1	i	-1.8	i
CC(=O)c1ccc(NC(=O)NC2CC(=O)N(c3ccc4c(c3)OCCO4)C2)cc1 (stereo not drawn)	i	-0.3	i
Cc1ccc(C2(C)NC(=O)N(CC(=O)Nc3nc(-c4ccccn4)cs3)C2=O)cc1 (stereo not drawn)	i	0.7	i
CCCCSc1nnc(-c2ccc(OC)cc2)n1C	i	-0.7	i
CCC1CCc2[nH]nc(C(=O)O)c2C1 (stereo not drawn)	i	-0.2	i
CC1CN(S(=O)(=O)c2cccc(C(=O)NCc3ccc4c(c3)OCO4)c2)CC(C)O1 (stereo not drawn)	i	-4.6	i
N#Cc1ccccc1Sc1ccccc1C(=O)OCC(N)=O	i	0.0	i
CN(O)/C=C/C(=O)c1ccc(Br)cc1	i	0.0	i
CCCCN(CC)CCNC(=O)CN1C(=O)COc2ccc(S(=O)(=O)N3CCCC3)cc21	i	3.2	i
CCOC(=O)CCCCC(=O)c1[nH]c(=O)[nH]c1C[n+]1ccccc1	i	0.1	i
O=C(CNC(=O)c1ccncc1)Nc1ccc(F)c(F)c1	i	-0.8	i
Cc1cccc(C)c1NC(=O)CNC(=O)c1c(C)nn(C)c1Cl	i	-1.2	i
CCOC(=O)NC1(Nc2cccc(Cl)c2)Oc2ccccc2O1	i	0.3	i
CC(C)CC(=O)N1CCN(Cc2ccc3ccccc3c2)CC1	i	0.4	i
CCCNC(=O)COC(=O)c1n[nH]c2ccccc12	i	-1.2	i
CCOc1ccc(-n2ccnc(SCC(=O)Nc3ccc(CC)cc3)c2=O)cc1	i	-3.5	i
Cc1ccc(CCC(=O)Nc2ccc(S(N)(=O)=O)cc2)o1	i	0.1	i
CC(C)NC(=O)CSc1nc(Cc2cccs2)nc2ccccc12	i	-1.0	i
Cc1cccc(OCc2nnc(SCc3cc(=O)[nH]c4ccccc34)n2-c2ccccc2)c1	i	-1.3	i
COc1ccc(-c2cc(C(F)(F)F)nc(N3CCN(Cc4ccccc4)CC3)n2)cc1OC	i	2.5	i
Cc1nn(C(=O)N(C)C)c(C)c1CN1C(=O)c2ccccc2C1=O	i	-9.7	i
COc1cc(C(CC(=O)Nc2ncccc2C)N2Cc3ccccc3C2=O)cc(OC)c1OC (stereo not drawn)	i	-2.3	i

Results in CHT block and CHT allo act (three entries from above):
| SMILES | CHT block | CHT allo act |
| --- | --- | --- |
| CCCNC(=O)COC(=O)c1n[nH]c2ccccc12 | i | i |
| CCOc1ccc(-n2ccnc(SCC(=O)Nc3ccc(CC)cc3)c2=O)cc1 | i | i |
| Cc1ccc(CCC(=O)Nc2ccc(S(N)(=O)=O)cc2)o1 | i | i |

Further entries follow.
structure	CHT allo act	STK33 kinase inh	CHT block
Cc1ccc([N+](=O)[O-])cc1NC(=O)c1ccc(CSc2ccccc2)cc1	i	0.7	i
CCn1c2ccccc2c2cc(NC(=O)CSc3nnc(C4CC4)n3Cc3ccco3)ccc21	i	-0.1	i
COc1ccc(-c2nnc3ccc(SCC(=O)N4CCOCC4)nn23)cc1	i	2.4	i
Nc1nonc1C(=O)NC(c1ccccc1)c1ccccc1	i	0.9	i
